Compound activity: PubChem BioAssay, several laboratories
PolyA inhibitor: inhibitors of polyadenylation in S. cerevisiae. S. cerevisiae SKY197-pL101 polyadenylation reporter, beta-gal luminescence; efflux-impaired pdr1/pdr3 knockout yeast; score 100 = 6 SD above DMSO. calls only at 12 µM. hit rate 0.02% among 300,000;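 active means lowest replicate activity score at least 50, where 100 means six control SD above control mean; inconclusive means lowest score under 50 but half or more replicates reach 50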;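 further: yeast exposed to compound for 9 h at 30 °C; higher score means more reporter readthrough which indicates perturbed polyadenylation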
HSF1 activator: increases HSF-1 driven luciferase reporter signal; activation, % at 9 µM; NIH3T3-HGL HSF-1 luciferase reporter, MG132, 8 h; 100% = twice DMSO control signal; hit rate 1.7% among 300,000; AID 504408;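 active means mean replicate activation of at least 50% with a set share of replicates each reaching 50%; inconclusive means only one of those two conditions met; inactive means mean below 50% and too few replicates reaching it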;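 further: 0% = median of the neutral control wells and 100% = twice that signal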
IEC-6 tox: kills IEC-6 intestinal cells in KLF5 counter-screen | IEC-6 cytotoxicity, luminescence viability | AID 1825 | hit rate 0.78% among 290,000 | inhibition, % at 5 µM; in the data active means inhibition above about 22%;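 further: 0% = plate median of test compound wells and 100% = cytotoxic reference compound wells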
HSP90 inh: blocks HSP90-mediated luciferase refolding in reticulocyte lysate; Rabbit reticulocyte lysate, luciferase refolding luminescence, 3 h; inhibition, % at 5.6 µM; hit rate 0.91% among 290,000; AID 1789;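 active means inhibition above the screen-wide mean plus 3 SD, computed separately per campaign, cut at about 16% in these data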;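 further: 0% = DMSO wells and 100% = 60 µM geldanamycin wells; inhibitors lower the luminescence because luciferase stays unfolded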
AI-2 QS modul: modulates the Vibrio harveyi AI-2 quorum sensing system; activity change, % at 7.5 µM; Vibrio harveyi JMH597 AI-2 luminescence/OD600 ratio, 9 h; stronger effect = lower value; strain lacks LuxN and CqsS sensors; 0 = neutral-control median; AID 2094; hit rate 0.4% among 300,000; in the data active means activity change below about -75%, passing the limit was not always enough; inconclusive means no clear call, values can overlap the other calls;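 further: luminescence divided by OD600 gain over 9 h not by final OD600 alone; inactives centre near 13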
HSF1 inh: HSF1 inhibition | NIH3T3-HGL HSE-luciferase, MG132-induced, luminescence 8 h; stronger effect = lower value | activity change, negative = inhibition, % at 7.5 µM (by protocol) | hit rate 0.77% among 300,000 | AID 2098;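 active means more than half of replicate wells show activity change below -50%, luminescence cut by over half; inconclusive means some wells, but at most half, below -50%; inactive means no replicate well below -50%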;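 further: luciferase reports HSF-1 transcriptional activity via heat shock element; 0% = median of DMSO wells and -100% = zero luminescence signal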
GSK3 alpha inh: human GSK-3 alpha kinase inhibition | P49840 | ADP-Glo luminescence, 60 min | inhibition, % at 10 µM | hit rate 0.1% among 320,000 | AID 2650;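 in the data active means inhibition above about 50%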;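 further: GST-tagged GSK-3 alpha with peptide substrate and 25 µM ATP; 0% = DMSO neutral wells and 100% = GW8510 positive control wells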
Target sequence (P49840 whole entry, looked up): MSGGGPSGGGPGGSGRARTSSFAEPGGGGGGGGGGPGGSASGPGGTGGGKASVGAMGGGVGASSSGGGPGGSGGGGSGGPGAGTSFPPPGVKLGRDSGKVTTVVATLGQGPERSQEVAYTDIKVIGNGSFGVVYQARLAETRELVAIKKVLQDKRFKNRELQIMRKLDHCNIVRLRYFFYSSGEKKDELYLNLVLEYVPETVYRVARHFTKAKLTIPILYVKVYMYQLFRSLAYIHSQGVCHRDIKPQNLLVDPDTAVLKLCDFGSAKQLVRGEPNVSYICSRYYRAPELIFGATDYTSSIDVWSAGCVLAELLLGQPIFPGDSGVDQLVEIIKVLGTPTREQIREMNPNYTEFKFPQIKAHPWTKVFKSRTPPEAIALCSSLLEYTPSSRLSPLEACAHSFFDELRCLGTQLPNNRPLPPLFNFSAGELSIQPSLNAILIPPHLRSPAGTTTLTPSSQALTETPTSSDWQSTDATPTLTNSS
GSK3B inh: inhibitors of human GSK3beta kinase; P49841; GST-GSK3beta kinase, ADP-Glo luminescence, 60 min; stronger effect = lower value; activity score (negative = inhibition), % at 10 µM; hit rate 0.038% among 300,000;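 active means more than half of replicate wells score below -50%, meaning over 50% inhibition versus plate controls; inconclusive means some replicates but at most half score below -50%; inactive means no replicate scores below -50%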;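 further: 0% = median DMSO wells and -100% = median GW8510 positive control wells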
Target sequence (P49841 whole entry, looked up): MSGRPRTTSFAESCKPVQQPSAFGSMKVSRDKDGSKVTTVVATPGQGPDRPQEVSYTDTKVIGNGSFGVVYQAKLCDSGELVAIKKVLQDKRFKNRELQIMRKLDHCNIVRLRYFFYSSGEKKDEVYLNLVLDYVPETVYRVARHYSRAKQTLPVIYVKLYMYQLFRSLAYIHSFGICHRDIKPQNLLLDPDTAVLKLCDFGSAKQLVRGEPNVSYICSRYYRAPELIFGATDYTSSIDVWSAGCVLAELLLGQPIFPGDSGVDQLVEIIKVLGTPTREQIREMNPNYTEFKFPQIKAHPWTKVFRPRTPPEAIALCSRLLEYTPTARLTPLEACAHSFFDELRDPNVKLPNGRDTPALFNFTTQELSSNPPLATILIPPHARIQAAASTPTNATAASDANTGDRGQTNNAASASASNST
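Test system – GST-tagged human GSK3beta kinase, cell-free · Incubation – 60 min enzyme reaction, room temperature · Signal – ADP-Glo luminescence · Also added – peptide substrate and ATP at 25 µM · Controls – DMSO neutral wells and GW8510 at 20 µM as positive · Buffer or medium – Tris/MgCl2 kinase buffer · Measure – Luminescence-derived activity versus plate DMSO and GW8510 wells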
KLF5 inh: kruppel-like factor 5 inhibition. hit rate 0.23% among 290,000. AID 1700. DLD-1 KLF5 promoter-luciferase reporter, luminescence. inhibition, % at 5 µM;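 active means inhibition above a per-plate limit of that plate's mean compound inhibition plus 3 SD, cut at about 60% in these data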;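 further: 0% = DMSO wells and 100% = LY294002 at 200 µM; higher means less KLF5 promoter-driven luciferase light; inactives centre near -14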
aSyn UTR inh: MLPCN primary screen, SNCA 5' untranslated region | inhibition, % (tested at 7.5 µM) | hit rate 0.82% among 300,000 | alpha-synuclein 5'UTR reporter, inhibitor activity; in the data active means inhibition above about 60%; inconclusive means no clear call, values can overlap the other calls;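 further: H4 neuroglioblastoma cells stably carrying SNCA 5'UTR luciferase fusion; 0% = DMSO wells and 100% = positive control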
Active calls of the source: *; i = inactive; ? = inconclusive; · = not tested or not shown. This is a subset (hit frequency here may not be typical).

SMILES | PolyA inhibitor | HSF1 activator | IEC-6 tox | HSP90 inh | AI-2 QS modul | HSF1 inh | GSK3 alpha inh | GSK3B inh | KLF5 inh | aSyn UTR inh
O=C(CCNS(=O)(=O)c1cccc2nsnc12)NCCc1ccccc1 | i | 0 | -4 | 0 | 19 | 2 | 1 | -18 | 6 | 25
Cn1c(O)c(C=NC(CC(N)=O)C(=O)O)c(=O)n(C)c1=O (centres undefined) | i | 4 | 1 | -1 | 10 | 4 | · | 5 | -22 | 10
CS(=O)(=O)N(CC(=O)N1CCOCC1)c1ccc(Cl)cc1 | i | 8 | 4 | -2 | -2 | -1 | 1 | -2 | -19 | 1
O=c1[nH]c(/C=C/c2ccc(Br)cc2)nc2ccccc12 | i | 65* | 1 | 0 | 21 | 41 | 0 | -1 | -28 | -169
CCc1cccc(C)c1NC(=O)CC(C)(C)CC(=O)O | i | 9 | 6 | 1 | -1 | -1 | 2 | 2 | -17 | -12
CCN(C(=O)COC(=O)/C=C/c1ccccc1)C1CCCCC1 | i | -13 | -2 | -7 | -4 | ? | -2 | 3 | -34 | 3
COc1cc(C2Nc3ccc4ncccc4c3C3=C2C(=O)CCC3)ccc1O (centres undefined) | i | 21 | 19 | 5 | 11 | 15 | 0 | 3 | 27 | -102
O=C(CSc1nc2scc(-c3ccccc3)c2c(=O)[nH]1)Nc1ccccc1 | i | 9 | 4 | -2 | 25 | -1 | 0 | -1 | -9 | 15
Cc1ccccc1CC(=O)N1CCCc2ccccc21 | i | 1 | -2 | 0 | 2 | 6 | -2 | 0 | -16 | 24
Cc1cc(C)c(C)c(S(=O)(=O)N2CCCCC2C(=O)O)c1C (centres undefined) | i | 2 | 3 | -1 | 35 | -6 | -5 | 0 | -15 | -4
CCn1c2ccccc2c2cc(NC(=O)CN3CCCC3)ccc21 | i | 6 | -3 | -3 | 48 | 8 | -2 | 1 | 3 | 23
CC1(c2ccccc2)NC(=O)N(CC(=O)NCc2cccc(Cl)c2)C1=O (centres undefined) | i | -18 | 13 | 6 | -34 | 1 | -1 | -5 | -2 | -5
O=C(Cn1nc(-c2ccc(Cl)cc2)c2ccccc2c1=O)NCC1CCCO1 (centres undefined) | i | -4 | -1 | 1 | 16 | 0 | -2 | 1 | 15 | 4
CCC(=O)NC(Nc1sc2c(c1C(=O)OC)CCCC2)(C(F)(F)F)C(F)(F)F | i | 6 | 2 | 0 | 16 | -1 | -4 | 2 | -13 | 22
COc1cccc(-c2cc(C(=O)Nc3ccn(Cc4ccc(C)cc4)n3)no2)c1 | i | -2 | 7 | 4 | 4 | 0 | 0 | 0 | 13 | -24
C=CCc1cccc(CNc2c(C)cc(C)cc2C)c1O | · | 5 | 2 | -2 | 20 | -7 | -3 | 1 | -17 | 13
CCOc1ccc(NC(=O)CN(C)C(=O)C2(c3ccccc3)CC2)cc1OCC | i | -10 | · | · | 22 | 1 | 2 | 4 | · | 3
O=C1CC(c2ccc(F)cc2)CC2=C1C(c1ccc([N+](=O)[O-])o1)Nc1ccccc1N2 (centres undefined) | i | -3 | 2 | 0 | -13 | 9 | -2 | 2 | 0 | 9
COc1ccc(CN2CC(C(=O)NC3CCCCC3)CC2=O)cc1 (centres undefined) | i | 0 | -3 | -2 | 16 | 1 | -11 | -4 | -52 | 6
COc1ccc(-c2nc3n(c(=O)c2C#N)CCCS3)cc1 | i | -8 | -3 | 1 | 13 | 1 | · | 2 | -29 | 21
CC(C)(C)CN1C(=O)C(=O)NC[C@@H]1Cc1ccc(O)cc1 | · | -7 | · | · | 34 | 6 | 1 | 1 | · | 19
Cc1ccc(CNCC(O)(c2ccccc2)c2ccccc2)cc1 | i | 25 | 3 | 7 | 24 | 4 | 0 | -2 | -11 | -3
O=C(Nc1nccc(-c2cccs2)n1)c1cccs1 | i | 15 | 9 | 2 | 3 | 12 | 5 | 0 | -51 | -92
O=C(NCc1ccco1)C1CC(c2ccc(C(F)(F)F)cc2)=NO1 (centres undefined) | i | -2 | · | · | -8 | -7 | 0 | 1 | · | -36
CN1CCN(c2nc(NCCOC34CC5CC(CC(C5)C3)C4)nc(OCC(F)(F)F)n2)CC1 | i | -3 | -1 | -2 | 48 | -7 | -2 | 2 | -13 | -37

Following part
SMILES | PolyA inhibitor | HSF1 activator | IEC-6 tox | HSP90 inh | AI-2 QS modul | HSF1 inh | GSK3 alpha inh | GSK3B inh | KLF5 inh | aSyn UTR inh
CCOC(=O)C1CCCN(c2c(NCCCN(C)c3ccccc3)c(=O)c2=O)C1 (centres undefined) | i | 14 | 1 | -1 | 33 | -4 | 1 | 2 | -3 | -23
CCOC(=O)C(=CNc1ccc(O)c(C(=O)OC)c1)C(=O)OCC | i | -3 | · | · | 21 | -6 | · | 3 | · | 0
Cc1nn(-c2ccccc2)c(N2CCCC2)c1/C=N/NC(=O)c1cccc(S(=O)(=O)Nc2ccc(Cl)cc2)c1 | i | -8 | 7 | 0 | 41 | 1 | · | 0 | -23 | 31
COc1cc(OC)cc(C(=O)NNC(=S)Nc2ccccc2OC)c1 | i | 14 | 2 | -2 | 3 | 11 | 7 | 1 | -7 | -4
CN(C)Cc1nnnn1-c1ccccc1 | i | 31 | -4 | 0 | 4 | 7 | -1 | -1 | -19 | 20
O=C1CN(C(=O)N[C@@H](Cc2ccccc2)C(=O)N[C@@H](Cc2ccccc2)C(=O)O)c2ccccc2N1 | i | -8 | -1 | -2 | 10 | 4 | 5 | 2 | -14 | -4
CC(CCC(=O)O)C1CCC2C3C(O)CC4CC(O)CCC4(C)C3CC(O)C12C (centres undefined) | i | -17 | -4 | -4 | 11 | -3 | 0 | 2 | -35 | -12
Cc1ccc(C(=O)N(C)c2nnc(-c3ccncc3)s2)cc1 | i | 32 | 10 | 0 | 12 | 12 | 1 | 0 | -54 | -107
CC(=O)Nc1ccc(S(=O)(=O)NCCC(=O)OCC(=O)c2ccc(Br)cc2)cc1 | i | -6 | · | · | -10 | -2 | -2 | -1 | · | 16
CCCCOc1ccc(CSC(=N)N)cc1[N+](=O)[O-] | i | -30 | 1 | 2 | 22 | -19 | 10 | -1 | -33 | -92
O=C(CSc1nnc(NC(=O)c2c(F)cccc2Cl)s1)Nc1ccccc1F | i | 11 | 2 | -4 | 12 | 1 | -1 | 0 | -7 | -5
CCC(c1nnnn1Cc1ccco1)N(Cc1cc2cc(C)cc(C)c2[nH]c1=O)CC1CCCO1 (centres undefined) | i | 64* | -1 | -1 | 35 | 52 | 0 | 2 | 3 | -8
CCOc1ccc(C(=O)Cc2cc3cccc(OC)c3oc2=O)cc1 | i | 15 | 4 | -1 | 32 | 3 | 0 | -2 | -4 | -7
COc1cccc(C2CC(c3ccc(F)cc3)Nc3nc(N)nn32)c1 (centres undefined) | i | -1 | -4 | 2 | 20 | -6 | 0 | -8 | -15 | 21
Cc1c(C(=O)O)sc(=S)n1-c1ccccc1 | i | 13 | -7 | -1 | 8 | 1 | 0 | -2 | -23 | 2
Cc1ccc(C2=Nc3ccccc3N(C(=O)c3ccccc3)C(C)C2)cc1 (centres undefined) | i | 8 | 1 | 0 | 2 | -7 | 0 | 2 | 3 | 4
O=C1[C@@H]2[C@H](C(=O)N1Cc1ccco1)[C@H]1C=C[C@@H]2C1 | i | -3 | 2 | -3 | 9 | -3 | -3 | 0 | -15 | 12
O=C(Nc1ccccc1)c1ccc(-c2ccc([N+](=O)[O-])cc2)o1 | i | 2 | -1 | 0 | 33 | -6 | 3 | 1 | -113 | -98
Cc1ccccc1NC(=O)Cn1c(CCC(=O)O)ccc1-c1cccs1 | i | 1 | -2 | -5 | 18 | 2 | 2 | 1 | 5 | -28
CSCC(=O)N1CCC(n2nccc2NC(=O)CCc2ccccc2)CC1 | i | 10 | 3 | -3 | 27 | 1 | 0 | · | -20 | 0
O=c1c2ccccc2nc(SCc2nnc(-c3ccccc3Br)o2)n1-c1ccccc1 | i | 9 | -2 | -1 | 29 | -5 | 0 | 1 | 8 | 0
COc1ccc(/C=C/C(=O)N(Cc2ccccc2)c2ccccn2)cc1OC | i | 7 | 5 | -1 | 10 | -1 | 1 | -1 | -35 | 2
CC1CN(CC(=O)N2CCc3[nH]c4ccccc4c3C2)CC(C)O1 (centres undefined) | i | -15 | 3 | 2 | 24 | 6 | 1 | 0 | -5 | 24
COc1cc(CC(=O)Nc2ccc(S(=O)(=O)Nc3ncccn3)cc2)cc(OC)c1OC | i | -11 | -4 | 1 | -3 | -4 | -2 | 2 | 16 | 7
O=C(/C=C/c1ccccc1[N+](=O)[O-])NCCCN1CCCC1=O | i | -2 | -8 | -2 | 38 | -2 | -2 | 2 | -28 | -18

9 structures already listed, sorted by number of heavy atoms, rising:
SMILES | PolyA inhibitor | HSF1 activator | IEC-6 tox | HSP90 inh | AI-2 QS modul | HSF1 inh | GSK3 alpha inh | GSK3B inh | KLF5 inh | aSyn UTR inh
Cc1c(C(=O)O)sc(=S)n1-c1ccccc1 | i | 13 | -7 | -1 | 8 | 1 | 0 | -2 | -23 | 2
CC1CN(CC(=O)N2CCc3[nH]c4ccccc4c3C2)CC(C)O1 (centres undefined) | i | -15 | 3 | 2 | 24 | 6 | 1 | 0 | -5 | 24
COc1cc(OC)cc(C(=O)NNC(=S)Nc2ccccc2OC)c1 | i | 14 | 2 | -2 | 3 | 11 | 7 | 1 | -7 | -4
Cc1ccccc1NC(=O)Cn1c(CCC(=O)O)ccc1-c1cccs1 | i | 1 | -2 | -5 | 18 | 2 | 2 | 1 | 5 | -28
CSCC(=O)N1CCC(n2nccc2NC(=O)CCc2ccccc2)CC1 | i | 10 | 3 | -3 | 27 | 1 | 0 | · | -20 | 0
COc1ccc(/C=C/C(=O)N(Cc2ccccc2)c2ccccn2)cc1OC | i | 7 | 5 | -1 | 10 | -1 | 1 | -1 | -35 | 2
CCOC(=O)C1CCCN(c2c(NCCCN(C)c3ccccc3)c(=O)c2=O)C1 (centres undefined) | i | 14 | 1 | -1 | 33 | -4 | 1 | 2 | -3 | -23
COc1cc(CC(=O)Nc2ccc(S(=O)(=O)Nc3ncccn3)cc2)cc(OC)c1OC | i | -11 | -4 | 1 | -3 | -4 | -2 | 2 | 16 | 7
CCC(c1nnnn1Cc1ccco1)N(Cc1cc2cc(C)cc(C)c2[nH]c1=O)CC1CCCO1 (centres undefined) | i | 64* | -1 | -1 | 35 | 52 | 0 | 2 | 3 | -8
